HSF1 inhib: HSF1 inhibition; actives 0.77% (n = 300,000); NIH3T3-HGL HSE-luciferase, MG132-induced, luminescence 8 h; active compounds read low; activity change, negative = inhibition, % at 7.5 µM (by protocol); AID 2098;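 active means more than half of replicate wells show activity change below -50%, luminescence cut by over half; inconclusive means some wells, but at most half, below -50%; inactive means no replicate well below -50%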;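 further: luciferase reports HSF-1 transcriptional activity via heat shock element; 0% = median of DMSO wells and -100% = zero luminescence signal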
GSK3B inh: human GSK3beta kinase inhibition. P49841. GST-GSK3beta kinase, ADP-Glo luminescence, 60 min; active compounds read low. activity score (negative = inhibition), % at 10 µM. actives 0.038% (n = 300,000);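 active means more than half of replicate wells score below -50%, meaning over 50% inhibition versus plate controls; inconclusive means some replicates but at most half score below -50%; inactive means no replicate scores below -50%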;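 further: 0% = median DMSO wells and -100% = median GW8510 positive control wells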
Target sequence (P49841 whole entry, looked up): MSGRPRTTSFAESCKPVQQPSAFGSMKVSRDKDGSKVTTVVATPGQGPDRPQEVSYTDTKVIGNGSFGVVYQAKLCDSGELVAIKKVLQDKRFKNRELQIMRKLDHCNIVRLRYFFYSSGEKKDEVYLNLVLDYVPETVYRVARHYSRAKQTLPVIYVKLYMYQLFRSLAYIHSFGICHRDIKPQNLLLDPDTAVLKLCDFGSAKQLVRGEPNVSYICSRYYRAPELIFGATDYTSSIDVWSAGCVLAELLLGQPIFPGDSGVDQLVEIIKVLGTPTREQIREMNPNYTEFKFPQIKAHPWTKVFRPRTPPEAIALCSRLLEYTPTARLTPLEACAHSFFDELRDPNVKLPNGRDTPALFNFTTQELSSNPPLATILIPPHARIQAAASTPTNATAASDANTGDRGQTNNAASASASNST
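Assay system: GST-tagged human GSK3beta kinase, cell-free; Input: 1.6 ng GSK3beta; Medium: Tris/MgCl2 kinase buffer; Timing: 60 min enzyme reaction, room temperature; Signal: ADP-Glo luminescence quantifying ADP generated by kinase; Evaluation: score relative to plate controls; Benchmarks: DMSO neutral wells and GW8510 at 20 µM as positive.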
HSP90 refold inh: HSP90 refolding inhibition in rabbit reticulocyte lysate; luciferase refolding luminescence, 3 h; actives 0.91% (n = 290,000); inhibition, % at 5.6 µM;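 active means inhibition above the screen-wide mean plus 3 SD, computed separately per campaign, cut at about 16% in these data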;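 further: 0% = DMSO wells and 100% = 60 µM geldanamycin wells; inhibitors lower the luminescence because luciferase stays unfolded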
DYRK1A inh: Dyrk1A (rat) kinase inhibition. Q63470. ADP-Glo luminescence, NFATc1 peptide. inhibition, % at 12.5 µM. actives 0.43% (n = 310,000). AID 504441; in the data active means inhibition above about 50%;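 further: plate controls were vehicle with enzyme for no effect and no enzyme for full effect; many of its hits are not listed in these tables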
AI-2 QS modul: modulates the Vibrio harveyi AI-2 quorum sensing system | activity change, % at 7.5 µM | actives 0.4% (n = 300,000) | Vibrio harveyi JMH597 AI-2 luminescence/OD600 ratio, 9 h; active compounds read low; strain lacks LuxN and CqsS sensors; 0 = neutral-control median; in the data active means activity change below about -75%, passing the limit was not always enough; inconclusive means no clear call, values can overlap the other calls;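 further: luminescence divided by OD600 gain over 9 h not by final OD600 alone; inactives centre near 13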
HDAC3 inh: blocks human histone deacetylase 3. AID 2718. recombinant HDAC3, fluorogenic peptide/trypsin coupled, fluorescence. inhibition, % at 8.3 µM. actives 0.15% (n = 320,000); in the data active means inhibition above about 26%, passing the limit was not always enough; inconclusive means no clear call, values can overlap the other calls
GSK3A inh: blocks human GSK-3 alpha kinase; ADP-Glo luminescence, 60 min; P49840; inhibition, % at 10 µM; actives 0.1% (n = 320,000);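 in the data active means inhibition above about 50%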;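 further: GST-tagged GSK-3 alpha with peptide substrate and 25 µM ATP; 0% = DMSO neutral wells and 100% = GW8510 positive control wells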
Target sequence (P49840 whole entry, looked up): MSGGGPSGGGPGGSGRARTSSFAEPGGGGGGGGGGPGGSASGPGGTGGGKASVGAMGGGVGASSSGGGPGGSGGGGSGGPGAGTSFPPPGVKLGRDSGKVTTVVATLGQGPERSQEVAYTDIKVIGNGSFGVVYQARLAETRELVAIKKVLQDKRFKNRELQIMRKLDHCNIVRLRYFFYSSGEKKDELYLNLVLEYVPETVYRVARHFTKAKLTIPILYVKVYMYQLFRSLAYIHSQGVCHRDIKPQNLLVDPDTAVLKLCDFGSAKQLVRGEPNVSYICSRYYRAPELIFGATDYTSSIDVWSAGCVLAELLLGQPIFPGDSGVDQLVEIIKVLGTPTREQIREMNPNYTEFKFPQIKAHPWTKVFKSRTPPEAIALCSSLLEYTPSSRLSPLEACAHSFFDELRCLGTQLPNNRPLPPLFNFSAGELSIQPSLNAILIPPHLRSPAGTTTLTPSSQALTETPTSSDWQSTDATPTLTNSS
HSF-1 act: increases HSF-1 driven luciferase reporter signal; NIH3T3-HGL HSF-1 luciferase reporter, MG132, 8 h; 100% = twice DMSO control signal; activation, % at 9 µM; actives 1.7% (n = 300,000); AID 504408;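 active means mean replicate activation of at least 50% with a set share of replicates each reaching 50%; inconclusive means only one of those two conditions met; inactive means mean below 50% and too few replicates reaching it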;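 further: 0% = median of the neutral control wells and 100% = twice that signal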
PolyA inhibitor: blocks polyadenylation in yeast reporter cells; calls only at 12 µM; AID 1875; actives 0.02% (n = 300,000); S. cerevisiae SKY197-pL101 polyadenylation reporter, beta-gal luminescence; efflux-impaired pdr1/pdr3 knockout yeast; score 100 = 6 SD above DMSO;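 active means lowest replicate activity score at least 50, where 100 means six control SD above control mean; inconclusive means lowest score under 50 but half or more replicates reach 50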;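 further: yeast exposed to compound for 9 h at 30 °C; higher score means more reporter readthrough which indicates perturbed polyadenylation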
Platelet DG rel: modulates dense granule release in human platelets. AID 1663. human platelet-rich plasma, SFLLRN dense granule ATP release, luminescence. inhibition, %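 (compounds screened at 7.5 µM in platelet-rich plasma)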. actives 0.22% (n = 300,000);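 active means mean replicate score, as percent of positive control, at or above 50; inconclusive means mean below 50 but at least one replicate at or above 50; inactive means mean and every replicate below 50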
The depositor's hits bear a star; i = inactive; ? = inconclusive; / = no result given; & = joins results of further samples.

SMILES	HSF1 inhib	GSK3B inh	HSP90 refold inh	DYRK1A inh	AI-2 QS modul	HDAC3 inh	GSK3A inh	HSF-1 act	PolyA inhibitor	Platelet DG rel
O=C1CCCN2N=C(SCC(=O)Nc3nc4ccccc4s3)SC2=N1	5.7	0.2	-0.6	0.1	-26.5	4.5	1.9	8.4	i	-0.6
COc1ccc(C(=O)OCC(=O)NCc2ccc3c(c2)OCO3)cc1[N+](=O)[O-]	-0.6	2.5	1.4	1.4	15.1	2.3	-1.4	-7.8	i	24.8
Nc1nc2n(n1)C(c1cccc(Br)c1)CC(c1ccccc1)N2 (stereo not drawn)	-11.2	-1.9	0.7	16.3	19.3	-1.3	-6.5	-3.5	i	-7.9
CCOc1ccc(C(=O)Nc2cccc(NC(=O)c3cccs3)c2)cc1[N+](=O)[O-]	3.3	-2.0	-0.8	4.6	35.2	/	/	-6.7	/	-0.6
CSc1nc2ccsc2c(=O)n1-c1ccccn1	-2.4	-3.4	0.7	-3.2	22.6	1.1	-0.5	-5.6	i	-5.4
O=C(CC1C(=O)NCCN1Cc1c(F)cccc1Cl)NCCCN1CCCC1=O (stereo not drawn)	-3.4	1.8	-5.2	-7.3	32.7	-11.9	0.0	-1.1	i	7.8
O=C(Nc1ncnc2sc3c(c12)CCCCC3)c1ccco1	0.7	4.7	-1.2	-3.0	4.6	-3.3	1.7	-5.1	i	-2.8
Cc1cc(NC(=O)COC(=O)CCS(=O)(=O)c2cc(Cl)ccc2Cl)no1	-0.4	0.6	-2.5	1.1	12.5	?	-2.6	7.8	i	-1.8
CC1(C)N=C(N)NC(Nc2ccc(Br)cc2)=N1	-9.6	-10.7	3.1	7.2	-3.3	-1.2	-3.6	-7.6	i	3.2
Cc1cc(C(=O)OC(C)C(=O)NC2CCCCC2C)c(C)o1 (stereo not drawn)	3.9	1.1	/	-2.4	11.1	-7.3	2.3	7.8	i	-10.7
CCC(CC)C(=O)Nc1nnc(S(=O)(=O)Nc2ccccc2C)s1	2.0	-2.5	0.2	-2.8	22.4	7.1	-0.3	4.7	i	-5.3
CCOC(=O)c1sc(C)c(C(=O)NC2CCCCC2)c1N	3.1	-0.6	-0.1	-6.6	7.6	-1.0	-0.1	3.6	i	2.1
COc1ccc(Cc2nc3ccc(C(=O)N(C)CCCN4CCOCC4)cc3o2)cc1	-3.8	0.0	-0.1	-4.7	32.5	1.4	-0.2	8.7	i	14.9
CNC(=O)COC(=O)c1ccccc1Oc1ccccc1	-0.8	1.5	2.5	9.3	19.9	-5.1	6.8	-5.8	i	-6.9
CSc1nc(-c2ccccc2)cc(C)c1C#N	-5.9	0.3	-2.4	-0.2	46.6	-0.8	0.8	2.4	i	-2.3
CC(C)NCC(O)COc1ccc(CCOCC2CC2)cc1 (stereo not drawn)	0.1	0.4	0.7&2.7	2.8	14.6&17.2	-9.6	-3.9	12.7	i	5.1
O=C(NNc1ncccc1Cl)c1c(Cl)cccc1Cl	0.2	1.6	-2.0	/	0.5	1.2	1.6	-0.4	i	-1.9
Cc1ccnc(NC(=O)C2CCN(S(=O)(=O)c3ccc4c(c3)CC(C)N4C(=O)C3CCC3)CC2)c1 (stereo not drawn)	-6.3	-2.6	-4.7	15.7	15.4	1.4	0.2	-5.6	i	-4.8
CCOC(=O)C1=C(C)N(c2ccccc2)C(=O)NC1c1cccc([N+](=O)[O-])c1 (stereo not drawn)	9.7	0.8	-1.6	2.1	6.0	/	/	14.6	i	5.6
N#CCNC1CC(=O)N(c2ccccc2)C1=O (stereo not drawn)	-7.2	1.8	-2.8	3.0	25.3	0.9	-6.2	-10.8	i	0.2
CCc1nnc(NC(=O)c2ccc(S(=O)(=O)N3CCCCC3C)cc2)s1 (stereo not drawn)	-9.1	1.3	-1.2	/	26.9	9.4	-3.4	2.3	i	-5.8
CCOC(=O)C1=C(C)N=c2s/c(=C\c3cccc(OCC(=O)O)c3)c(=O)n2C1c1ccccc1 (stereo not drawn)	5.4	2.3	-3.5	7.3	11.5	9.7	-5.4	-10.9	i	1.0
O=C(CCC(=O)NCCCc1ccccc1)NCCCc1ccccc1	-1.6	-1.2	-3.2	-2.5	28.6	0.9	-3.5	4.9	i	-0.3
COc1ccc(S(=O)(=O)NC(C)C(=O)Nc2ccc3c(c2)OCCO3)cc1OC (stereo not drawn)	-2.6	/	-3.6	0.2	/	-1.8	-1.3	7.2	i	-2.6
Cc1cccc(C(CC(=O)N2CCCCC2)c2ccccc2)c1O (stereo not drawn)	12.6	-0.5	-2.2	/	13.8	10.0	0.7	14.2	i	15.6
COC(=O)c1nnc(-c2ccccc2)nc1OC	-3.3	0.2	-2.0	-11.4	17.9	1.2	-2.9	-3.8	i	1.4
Cc1ccccc1-c1ncc(CN2CCN(C3CCCC3)C(CCO)C2)cn1 (stereo not drawn)	-4.8	0.0	-2.2	-2.5	4.7	-1.6	-1.1	7.6	i	-17.8
CC1CCCC(C)N1S(=O)(=O)c1ccc(S(=O)(=O)NCc2ccccc2)cc1 (stereo not drawn)	-10.9	-3.3	-2.1	-0.1	17.1	5.7	0.4	6.1	i	1.7
COc1ccc(NC(=S)NCCc2ccc(F)cc2)c(OC)c1	1.5	2.4	1.3	3.6	7.8	8.7	-0.9	-4.4	i	-8.1
CN1/C(=C\C(=O)COC(=O)c2nccnc2N)C(C)(C)c2ccccc21	-19.7	-0.8	/	13.9	10.9	2.3	4.6	-33.7	i	14.3
O=C(NCC1CCCO1)c1sc(=S)n2c1[nH]c(=O)c1ccc(C(=O)N3CCCCC3)cc12 (stereo not drawn)	-11.7	4.6	-3.2	3.6	26.6	6.7	6.3	-2.3	i	2.2
Nc1nc(Sc2c([N+](=O)[O-])cc(C(F)(F)F)cc2[N+](=O)[O-])n[nH]1	14.9	-3.0	4.1	/	16.2	?	2.2	30.2	i	-7.0
Cc1ccc(N(C(=O)CNC(=O)c2ccco2)C(C(=O)NC2CCCC2)c2cccnc2)c(C)c1 (stereo not drawn)	-6.0	-1.5	0.9	-7.3	21.5	4.9	-2.1	19.3	i	4.6
CCN(CCCNC(=O)CN1C(=O)COc2ccccc21)c1cccc(C)c1	12.2	0.4	-2.5	-2.9	28.6	0.5	0.4	19.2	i	-1.9
O=C(Nc1cccnc1)c1cc(-c2cccc(Cl)c2)on1	7.4	5.3	3.6	-3.8	-23.7	-11.3	-1.3	2.5	i	-25.0
CCCc1[nH]nc2c1C1(C(=O)N(C(C)C)c3ccccc31)C(C#N)=C(N)O2 (stereo not drawn)	3.8	-1.6	5.9	-1.1	12.7	-0.2	-1.9	5.9	i	-0.2
CC(=O)NC1=NN(C(C)=O)C(c2ccc(C(C)C)cc2)S1 (stereo not drawn)	27.6	0.7	-0.2	7.3	14.5	-6.7	-0.5	41.6	i	-1.3
O=C(CN1CCN(c2ccccn2)CC1)Nc1cccc(Cl)c1Cl	-1.6	-1.4	-0.1	1.5	8.2	5.6	0.1	-11.0	i	0.1
Cc1[nH]c2ccccc2c1/C=N/NC(=O)c1ccc(N)cc1	-4.7	2.9	-1.2	3.2	7.5	6.2	-1.1	0.7	i	14.9
Cn1ncc2c(Nc3cc(Cl)cc(Cl)c3)ncnc21	4.3	0.2	-0.2	-4.4	14.4	-4.2	-10.5	17.9	i	4.5
CCOC(=O)c1ccc2c(c1)NCc1cccc(OC)c1O2	17.0	0.6	0.0	-0.2	19.6	1.4	-1.1	13.1	i	-3.9
O=C1[C@H]2[C@H](C=CC[C@H]2C(=O)N2CCOCC2)CCN1Cc1ccc(Cl)c(Cl)c1	-0.8	0.5	/	/	-7.8	-2.9	1.0	2.3	i	-4.2
O=S(=O)(Nc1cccc(-c2ccc(N3CCCCCC3)nn2)c1)c1ccc(C(F)(F)F)cc1	-10.0	-1.8	10.9	-6.8	18.6	-4.7	-3.6	-8.8	i	-3.5
COc1ccc(CNC(=O)c2ccc(N3CCC4(CC3)CC(c3ccc(Cl)cc3)=NO4)c([N+](=O)[O-])c2)cc1	-5.2	1.0	/	36.6	38.5	-2.1	-2.0	-12.4	i	1.6
CC(C)(C)OC(=O)N1CC(O)CC1C(=O)OCC(=O)c1ccccc1 (stereo not drawn)	-5.2	1.6	0.4	-2.0	31.1	-0.6	-1.1	-1.8	i	0.1
S=C(c1ccc(-c2ccc(Cl)cc2)o1)N1CCCCC1	61.7	-1.1	0.1	1.8	25.1	0.7	-1.8	100.7*	i	-1.6
Cc1ccc2c(c1)c1c(n2CC(O)CN2CCCCCC2)CCCC1 (stereo not drawn)	8.8	-1.5	2.4	2.7	5.1	1.9	0.7	11.5	i	0.5
COc1cccc(-c2csc(NC(=O)Oc3ccccc3)n2)c1	-8.9	2.7	0.5	/	29.4	-15.4	-2.0	33.2	i	-23.8

Full records, quoted from the list. Screens in order: HSF1 inhib | GSK3B inh | HSP90 refold inh | DYRK1A inh | AI-2 QS modul | HDAC3 inh | GSK3A inh | HSF-1 act | PolyA inhibitor | Platelet DG rel
`S=C(c1ccc(-c2ccc(Cl)cc2)o1)N1CCCCC1` is listed with 61.7 | -1.1 | 0.1 | 1.8 | 25.1 | 0.7 | -1.8 | 100.7* | i | -1.6
`O=S(=O)(Nc1cccc(-c2ccc(N3CCCCCC3)nn2)c1)c1ccc(C(F)(F)F)cc1` is listed with -10.0 | -1.8 | 10.9 | -6.8 | 18.6 | -4.7 | -3.6 | -8.8 | i | -3.5
`O=C1[C@H]2[C@H](C=CC[C@H]2C(=O)N2CCOCC2)CCN1Cc1ccc(Cl)c(Cl)c1` is listed with -0.8 | 0.5 | / | / | -7.8 | -2.9 | 1.0 | 2.3 | i | -4.2
`COc1ccc(CNC(=O)c2ccc(N3CCC4(CC3)CC(c3ccc(Cl)cc3)=NO4)c([N+](=O)[O-])c2)cc1` is listed with -5.2 | 1.0 | / | 36.6 | 38.5 | -2.1 | -2.0 | -12.4 | i | 1.6
`CCOC(=O)c1ccc2c(c1)NCc1cccc(OC)c1O2` is listed with 17.0 | 0.6 | 0.0 | -0.2 | 19.6 | 1.4 | -1.1 | 13.1 | i | -3.9

From PubChem BioAssay

Only part of the results is shown. The share of hits here may be higher or lower than overall.
